Sm TGR block: S. mansoni TGR enzyme inhibition | Q962Y6 | purified TGR, DTNB reduction, TNB absorbance 405 nm | Potency, µM (titrated, usually from 114 µM), for the others: top-dose activity change, negative = inhibition, most hits filed as inhibitors | 360,000 tested, 3% active; also: potency is read from the fitted curve at half-maximal effect; nearly all actives have a fitted effect of over 60% in size
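First, TGR (20 nM dispensed) and NADPH were mixed with compound. Second, a 15 min room-temperature incubation followed. Third, further NADPH and then DTNB were added to start the reaction. Finally, TNB absorbance was monitored kinetically.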
HCV inh: blocks hepatitis C virus; Huh7.5.1 HCVcc-Cre infection, luciferase reporter, 44 h; Potency, µM (series often up to 41.8 µM), for the others: top-dose activity change, negative = inhibition, usual class: inhibitors; 340,000 tested, 3.4% active; AID 651820; also: potency is read from the fitted curve at half-maximal effect
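Antiviral activity was scored by luciferase reporter output from cells infected with HCVcc-Cre (~0.5 moi) in presence of compound, 44 h infection period, cells seeded 1,000/well 4 h prior.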
HCMV inh: blocks human cytomegalovirus replication. 410,000 tested, 4.5% active. AID 1259415. activity change, negative = inhibition, % at 57.5 µM. HFF cells, HCMV-luciferase reporter, 72 h; active compounds read low; in the data active = activity change below about -60%; inconclusive = no clear call, values can overlap the other calls; inactive = above about -39%
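Compounds were evaluated in HFFs infected with an HCMV luciferase reporter virus (MOI 1 PFU/cell). Luciferase in lysates collected 72 h post infection served as the replication measure.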
FBPA Giardia inh: blocks Giardia fructose-bisphosphate aldolase activity. A8B2U2. purified Giardia FBPA. Potency, µM (doses to about 59.6 µM), without a hit: at the top dose activity, negative = inhibition, hits mostly inhibitors. 290,000 tested, 0.71% active. AID 2451; also: potency is read from the fitted curve at half-maximal effect; nearly all actives have a fitted effect of over 55% in size
Target sequence (A8B2U2 whole entry, looked up): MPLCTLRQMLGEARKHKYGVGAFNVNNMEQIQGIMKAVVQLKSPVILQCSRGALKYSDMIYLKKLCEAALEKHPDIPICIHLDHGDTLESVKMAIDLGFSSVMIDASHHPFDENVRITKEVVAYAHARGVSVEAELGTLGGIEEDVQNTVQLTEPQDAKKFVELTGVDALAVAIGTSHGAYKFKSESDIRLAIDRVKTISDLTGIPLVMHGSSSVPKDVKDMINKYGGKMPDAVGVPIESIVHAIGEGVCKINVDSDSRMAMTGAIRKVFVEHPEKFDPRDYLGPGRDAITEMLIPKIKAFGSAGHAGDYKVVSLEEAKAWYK
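40 nM FBPA preincubated 10 min at RT with compound (up to 57.5 uM final), then substrate plus GAPDH/TPI/NAD/arsenate coupling and diaphorase/resazurin added. Fluorescence read after 20 min at RT, 525/598 nm.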
AmpC detergent: inhibitors of E. coli AmpC beta-lactamase with detergent; Potency, µM (top dose mostly 114 µM), for the others: at the highest dose activity change, negative = inhibition, actives largely listed as inhibitors; 370,000 tested, 0.041% active; P00811; AmpC hydrolysis of nitrocefin, absorbance 480 nm, 0.01% Triton;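 also: potency is read from the fitted curve at half-maximal effect; 0% = no-compound wells and -100% = no-enzyme wells; nearly all actives have a fitted effect of over 25% in size; some results filed as inactive show a strong effect at the top dose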
Target sequence (P00811 whole entry, looked up): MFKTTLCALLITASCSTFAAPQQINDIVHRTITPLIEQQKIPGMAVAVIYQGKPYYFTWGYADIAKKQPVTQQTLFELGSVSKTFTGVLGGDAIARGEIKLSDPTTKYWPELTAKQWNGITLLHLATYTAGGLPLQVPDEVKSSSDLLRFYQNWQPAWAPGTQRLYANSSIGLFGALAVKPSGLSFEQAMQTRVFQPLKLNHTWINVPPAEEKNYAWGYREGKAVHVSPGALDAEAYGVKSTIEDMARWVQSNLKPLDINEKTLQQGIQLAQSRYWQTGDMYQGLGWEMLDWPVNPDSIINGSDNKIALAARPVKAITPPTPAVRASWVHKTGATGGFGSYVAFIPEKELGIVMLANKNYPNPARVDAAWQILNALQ
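AmpC (5.3 nM in the dispensed reagent) in 20 mM phosphate pH 7.0 with 0.01% (detergent screen) or 0.0001% Triton X-100 was preincubated with compounds for 15 min at room temperature. Nitrocefin was then added from an 800 uM solution, and hydrolysis was followed at 480 nm.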
AMA1-RON2 inh: AMA1-RON2 (P. falciparum) interaction inhibition; AlphaScreen AMA1-biotinylated RON2 peptide binding; Potency, µM (top dose mostly 58.2 µM), without a hit: at the top dose activity change, negative = inhibition, actives largely listed as inhibitors; 360,000 tested, 0.2% active;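 also: potency is read from the fitted curve at half-maximal effect; 0% = vehicle wells and -100% = peptide control; nearly all actives have a fitted effect of over 45% in size; some results filed as inactive show a strong effect at the top dose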
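AMA1 (3D7) with his tag at 25 nM final met compounds first, then biotinylated RON2 peptide at 25 nM; detection used donor plus acceptor beads, 10 µg/mL apiece, read by AlphaScreen after 30 min at room temperature.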
Starred values were filed as active, the others as inactive; ? = inconclusive; nt = no result given; & = joins results of further samples; [ ] = dose if it differs, or a comment. Unless noted, calls follow the shape of the dose curve; as a rule, active = well fitted curve in the direction sought with a large enough effect; inconclusive = small, poorly fitted or top-dose-only effect, or another doubt; inactive = no such curve, though single readings can be large; an effect the other way counts as inactive or inconclusive. Unless noted, % is scaled to controls: 0 for no effect and ±100 for the full control effect.

1) O=CN1CCN(c2ncnc3c2nnn3Cc2c(F)cccc2Cl)CC1
2) CCN1CCN(c2c(Cl)cccc2NC(=O)c2ccc3nsnc3c2)CC1
3) CCCN1CCN(C(=O)c2cc3c(s2)-c2ccccc2OC3)CC1
4) COc1ccc(CNc2cccc3[nH]c(C(F)(F)F)nc23)cc1OC
5) NC(=O)c1ccc(NC(=O)COC(=O)c2cc3ccccc3cc2O)cc1
6) CCNC(=S)N1CCc2cc(OC)c(OC)cc2C1COc1ccc(F)cc1 (centres undefined)
7) Cc1ccsc1/C=N/NC(=O)CNC(=O)c1ccco1
8) Cc1cccc(NC(=O)COC(=O)c2cccc3c2C(=O)c2ccccc2C3=O)c1C

assay / entry	1	2	3	4	5	6	7	8
Sm TGR block	1%	0%	-10%	20µM*	nt	-2%	-6%	-8%
HCV inh	16%	-15%	-9%	5.6µM*	?	-8%	16%	?
HCMV inh	?	-6	61	2	34	-16	-33	-4
FBPA Giardia inh	1%	1%	14%	?	nt	0%	0%	-24%
AmpC detergent	-11%	-3%	?	3%	nt	5%	-2%	?
AMA1-RON2 inh	5%	27%	16%	66%[activator]	-2%	-8%	2%	-4%

9) O=C(C[n+]1cccc(CNC(=O)c2ccc(OC(F)F)cc2)c1)Nc1cccc(C(F)(F)F)c1
10) COCCN(C(=O)Cc1ccc(S(=O)(=O)N2CCOCC2)s1)c1c(N)n(CC(C)C)c(=O)[nH]c1=O
11) Cc1cc2oc(C(=O)Nc3c(C)n(C)n(-c4ccccc4)c3=O)c(C)c2cc1C
12) COc1ccc(-c2c(-c3ccccc3OC)sc3ccccc23)cc1C=O
13) CCNC(=S)NNC(=O)c1cccn(Cc2ccc(Cl)cc2Cl)c1=O
14) Cn1c(=NC(=O)c2ccc(S(=O)(=O)N3CCCc4ccccc43)cc2)sc2cc(S(C)(=O)=O)ccc21
15) COc1cc(C(=O)Nc2cc(-c3ccccc3)[nH]n2)cc(OC)c1OC
16) CCCc1cc(=S)n2c([nH]c3ccccc32)c1C#N

assay / entry	9	10	11	12	13	14	15	16
Sm TGR block	-9%	nt	0%	?	-2%	5%	-9%	0.63µM*
HCV inh	-7%	-2%	0%&-6%	?	?	13%	-8%	7%
HCMV inh	27	-4	42	19	-13	-38	21	-19
FBPA Giardia inh	-1%	nt	-1%	nt	2%	-2%	10%	-27%
AmpC detergent	?	nt	-2%	-4%	0%	-2%	-18%	-9%
AMA1-RON2 inh	-8%[11.6 µM]	2%	6%	-1%	71%[activator]	0%	-1%	5%

Given tab-delimited: entries from further up.
entry	compound	Sm TGR block	HCV inh	HCMV inh	FBPA Giardia inh	AmpC detergent	AMA1-RON2 inh
1	O=CN1CCN(c2ncnc3c2nnn3Cc2c(F)cccc2Cl)CC1	1%	16%	?	1%	-11%	5%
2	CCN1CCN(c2c(Cl)cccc2NC(=O)c2ccc3nsnc3c2)CC1	0%	-15%	-6	1%	-3%	27%
3	CCCN1CCN(C(=O)c2cc3c(s2)-c2ccccc2OC3)CC1	-10%	-9%	61	14%	?	16%
4	COc1ccc(CNc2cccc3[nH]c(C(F)(F)F)nc23)cc1OC	20µM*	5.6µM*	2	?	3%	66%[activator]
5	NC(=O)c1ccc(NC(=O)COC(=O)c2cc3ccccc3cc2O)cc1	nt	?	34	nt	nt	-2%
6	CCNC(=S)N1CCc2cc(OC)c(OC)cc2C1COc1ccc(F)cc1 (centres undefined)	-2%	-8%	-16	0%	5%	-8%
7	Cc1ccsc1/C=N/NC(=O)CNC(=O)c1ccco1	-6%	16%	-33	0%	-2%	2%
8	Cc1cccc(NC(=O)COC(=O)c2cccc3c2C(=O)c2ccccc2C3=O)c1C	-8%	?	-4	-24%	?	-4%
9	O=C(C[n+]1cccc(CNC(=O)c2ccc(OC(F)F)cc2)c1)Nc1cccc(C(F)(F)F)c1	-9%	-7%	27	-1%	?	-8%[11.6 µM]
10	COCCN(C(=O)Cc1ccc(S(=O)(=O)N2CCOCC2)s1)c1c(N)n(CC(C)C)c(=O)[nH]c1=O	nt	-2%	-4	nt	nt	2%
11	Cc1cc2oc(C(=O)Nc3c(C)n(C)n(-c4ccccc4)c3=O)c(C)c2cc1C	0%	0%&-6%	42	-1%	-2%	6%
12	COc1ccc(-c2c(-c3ccccc3OC)sc3ccccc23)cc1C=O	?	?	19	nt	-4%	-1%
13	CCNC(=S)NNC(=O)c1cccn(Cc2ccc(Cl)cc2Cl)c1=O	-2%	?	-13	2%	0%	71%[activator]

Further results.
17) OC(CSc1ccccc1)CN1CCN(c2cccc(Cl)c2)CC1 (centres undefined)
18) Cc1ncc(CN=Cc2ccc(Cl)cc2)c(N)n1
19) N=C1/C(=C/c2ccc(Br)o2)C(=O)N=C2SC(CC(=O)N3CCCC3)=NN12
20) Cc1ccc(-n2nnnc2SCC(=O)c2c(N)n(CC(C)C)c(=O)n(C)c2=O)cc1
21) O=c1oc(CCO)cc2ccc(Br)cc12
22) COc1cc(OC)cc(C(=O)N[C@H](C(=O)N2CCc3ccccc32)C(C)C)c1
23) CCC1(C)Cc2c(sc3nc(SCC(=O)O)[nH]c(=O)c23)CO1 (centres undefined)
24) O=C(CC1N=C2c3ccccc3N=C(SCc3ccc(Cl)cc3)N2C1=O)NCCc1ccccc1 (centres undefined)

assay / entry	17	18	19	20	21	22	23	24
Sm TGR block	nt	5%	-29%	50%[activator]	nt	-17%	7%	7%
HCV inh	15%	23%	-1%	-4%	?	?	5%	nt
HCMV inh	66	-18	-2	64	2	-19	-7	13
FBPA Giardia inh	nt	6%	-3%	4%	nt	0%	3%	nt
AmpC detergent	nt	2%	-5%	-1%	nt	-7%	6%	14%
AMA1-RON2 inh	-5%	-2%	-10%	-1%	12%	-26%	-3%	nt

Part of the list above, with values under each structure:
The line under a structure holds: Sm TGR block	HCV inh	HCMV inh	FBPA Giardia inh	AmpC detergent	AMA1-RON2 inh
14: Cn1c(=NC(=O)c2ccc(S(=O)(=O)N3CCCc4ccccc43)cc2)sc2cc(S(C)(=O)=O)ccc21
    5%	13%	-38	-2%	-2%	0%
15: COc1cc(C(=O)Nc2cc(-c3ccccc3)[nH]n2)cc(OC)c1OC
    -9%	-8%	21	10%	-18%	-1%

Next part.
25) CSCC[C@H](NC(=O)c1cccnc1)c1nnc2ccccn12
26) CCN1CCN(Cc2ccc(NC(=O)c3cc(NC(=O)c4cncc(-c5ccc(C#N)cc5)c4)cc(OC)c3)cc2C(F)(F)F)CC1
27) Cc1ccc(C(=O)Nc2ccc(-c3nc4ccccc4s3)c(O)c2)c(C)c1
28) O=C(C1CC(c2ccccc2O)=NO1)N1CCC2(CC1)OCCO2 (centres undefined)
29) CN(CCN(C)C(C)(C)C)C(=O)C(c1ccccc1)c1ccccc1
30) CC1CCCCN1C(=O)c1ccccc1OC1CCN(S(C)(=O)=O)CC1 (centres undefined)
31) Cc1nc(Oc2ccc(S(=O)(=O)N3CCOCC3)cc2Cl)c2c3c(sc2n1)CCCC3
32) COc1cc(OC)cc(C(=O)NCCCCCCNC(=O)c2cc(OC)cc(OC)c2)c1
33) CCOC(=O)c1cc(-c2cccc([N+](=O)[O-])c2)nc2[nH]c(=O)[nH]c(=O)c12
34) COCCCNC(=O)CN1C(=O)COc2ccc(S(=O)(=O)N3CCCC3)cc21
35) Cc1ccc(C)c(N2CCN(C(=O)C3CCN(c4nnc(N5CCCC5=O)s4)CC3)CC2)c1

assay / entry	25	26	27	28	29	30	31	32	33	34	35
Sm TGR block	103%[activator]	5%	31%	4%	5%	0%	-7%	1%	-17%	-7%	-1%
HCV inh	24%	-13%[8.37 µM]	nt	12%	-4%	15%	-7%	7.1µM*	0%	nt	?
HCMV inh	-33	-99*	-63*	92	-26	-6	-33	15	40	-6	-30
FBPA Giardia inh	nt	9%	nt	-5%	?	7%	1%	nt	-14%	nt	-13%
AmpC detergent	3%	-6%	1%	?	4%	2%	?	?	-1%	?	-14%
AMA1-RON2 inh	14%	?	nt	12%	?	8%	-3%	1%[11.6 µM]	-14%	nt	-11%
